Screening results from PubChem.
mcGAS lum: cyclic GMP-AMP synthase inhibitors, mouse, primary biochemical chemiluminescence. Q8C6L5. recombinant cGAS, Kinase-Glo ATP depletion luminescence. inhibition, % at 12.5 µM. 160,000 tested, 0.15% active. AID 1259399, 2018;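 also: 0% = negative control wells and 100% = reference inhibitor with no enzyme activity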
NPYLR7 agonist: agonists of mosquito NPYLR7 receptor, primary screen, cell-based, Aedes aegypti, calcium fluorescence, mosquito biting behavior. Aedes aegypti neuropeptide Y-like receptor 7 (NPYLR7). HEK293T NPYLR7/Galpha15, GCaMP6s calcium fluorescence. activation, % at 10 µM. 270,000 tested, 0.15% active; in the data active = activation above about 40%;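 also: 0% = vehicle and 100% = reference agonist at the receptor; some compounds past the cut are filed as inactive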
hcGAS lum: Primary biochemical luminescence assay for human cyclic GMP-AMP synthase inhibitors | Q8N884 | recombinant h-cGAS, ATP depletion, Kinase-Glo luminescence | inhibition, % at 12.5 µM | 290,000 tested, 0.081% active | AID 1259398, 2018;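 also: 0% = vehicle reaction and 100% = reaction without DNA for no activity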
Target sequence (Q8N884 whole entry, looked up): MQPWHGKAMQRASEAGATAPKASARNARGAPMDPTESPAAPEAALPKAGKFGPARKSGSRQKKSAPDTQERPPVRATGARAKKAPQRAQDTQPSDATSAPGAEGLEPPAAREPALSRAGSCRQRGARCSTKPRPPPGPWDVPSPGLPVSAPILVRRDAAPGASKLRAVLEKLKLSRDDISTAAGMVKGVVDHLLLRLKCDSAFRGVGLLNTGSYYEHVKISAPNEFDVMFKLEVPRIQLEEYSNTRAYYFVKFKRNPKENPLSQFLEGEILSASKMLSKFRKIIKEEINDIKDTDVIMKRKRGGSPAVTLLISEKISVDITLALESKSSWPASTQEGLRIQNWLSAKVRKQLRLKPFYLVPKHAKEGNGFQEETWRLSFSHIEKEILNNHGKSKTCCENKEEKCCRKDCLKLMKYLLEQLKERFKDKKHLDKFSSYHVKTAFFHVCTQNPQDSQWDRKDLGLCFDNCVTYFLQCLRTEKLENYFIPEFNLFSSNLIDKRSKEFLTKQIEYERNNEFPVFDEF
* hit, by the source's call; / = no result given. Rule as the data show it, unless noted: active = inhibition above about 40%; inactive = the rest. Not a hit list; any-hit rate near 0.29%.

SMILES	mcGAS lum	NPYLR7 agonist	hcGAS lum
O=C(Nc1cccnc1N1CCN(C(=O)c2ccc(F)c(F)c2)CC1)c1ccc2c(c1)OCO2	-7	23	-3
Cc1nn(-c2ccc(C(C)C)cc2)c(C)c1CCC(=O)NCc1ccccn1	-2	-5	-9
Cc1ccc(CN2C(=O)COCc3cc(-c4cnn(C)c4)ccc32)cc1	/	10	-6
O=C(NCc1ccccn1)c1ccc(CSc2ccc3ccccc3n2)cc1	-3	-7	-7
C#CCn1c(-c2nonc2N)nc2ccccc21	-2	2	2
CC(C)C(NS(=O)(=O)c1cccs1)C(=O)Nc1ccc(I)cc1 (stereo not given)	-7	8	-3
Cc1ccc2oc(C(=O)NC(C)C3CC4CCC3C4)cc(=O)c2c1 (stereo not given)	/	4	9
Cc1cc(C)c2ccc(C(=O)N3CCCC(O)(CO)C3)nc2c1O (stereo not given)	/	-4	-7
COCCNC(=O)CCc1c(-c2ccccc2)nc2ccc(-c3ccccc3Cl)cn12	/	5	-5
O=C1c2ccccc2C(=O)N1CC(=O)N(Cc1cccnc1)c1nc2ccc(Cl)cc2s1	-8	-13	-2
CCCCN(CC)Cc1csc(C)c1CC	/	2	-9
COC(=O)CC1C(=O)NCCN1C(=O)C(C)Oc1ccc(Br)cc1 (stereo not given)	/	12	-9
N#CCCn1ccc(NC(=O)C(=O)NC(c2ccccc2)C2CCC2)n1 (stereo not given)	/	4	5
CCn1cc(Cl)c(C(=O)N(C)CC2(C)CCOCC2)n1	-6	/	-8
Cc1ccc(S(=O)(=O)NC(C)(C)C)c(Cl)c1	/	7	-16
COc1ccc(S(=O)(=O)Nc2ccc(-c3ccc(N4CCC(C)CC4)nn3)cc2)c(OC)c1	-9	2	-5
OCCSc1nc2c3ccccc3ncn2n1	/	7	-6
Cc1cc(NC(=O)COc2ccccc2F)n(-c2nc3c(cnn3-c3cccc(C)c3C)c(=O)[nH]2)n1	-5	/	-2
CCCC(=O)Nc1ccccc1CN(C)C(=O)c1cccs1	-16	1	-8
O=c1oc2ccc([N+](=O)[O-])cc2c2nsnc12	/	2	-6
O=c1oc2ccc(Cl)cc2cc1-c1nnc(Nc2cc(C(F)(F)F)ccc2Cl)s1	-1	2	-1
O=S(=O)(Nc1cnccc1-n1cccn1)c1ccccc1Cl	-12	4	-9
O=C(NC1CCOC1=O)c1ccc(Cc2ccccc2)o1 (stereo not given)	-3	6	-1
O=C(CSc1ncc(C(F)(F)F)cc1Cl)Nc1ccc(N2CCOCC2)cc1	-12	-8	-5
Cc1cc(CNC(=O)c2cnn(C)c2)ccc1F	-8	-1	-7
CCOC(=O)c1cc(-c2ccc(N3CCN(C(=O)COc4cccc(Cl)c4)CC3)cc2)n(-c2ccc(F)cc2)n1	-2	18	-3
Cc1ccccc1N=C1S/C(=C\c2ccc(O)cc2)C(=O)N1c1ccccc1C	2	2	4
C=CCn1c(SCCC)nc2c1c(=O)n(C)c(=O)n2C	/	11	-11
COc1ccc(CNc2nc3c(-c4ccccc4)nnn3c3ccccc23)cc1	-10	3	-3
Cc1ccc(C)c(C2=NN(C(=O)CN3CCN(c4ccccc4F)CC3)C(c3ccccc3Cl)C2)c1 (stereo not given)	-6	22	-7
Cc1cccc(C)c1NC(=O)C(C)OC(=O)Cn1c(C)ccc1C (stereo not given)	/	8	-8
CCOC(=O)CCCSc1nnc(-c2ccc(OC)cc2)n1-c1ccccc1C	-4	17	-8
CCOc1cc(C=C(C#N)c2ccc([N+](=O)[O-])cc2)cc(Br)c1OC	-7	13	-25
O=C(NCc1cccc(C(F)(F)F)c1)c1ccccc1N1CCC(NC(=O)C2CCCCC2)CC1	-5	-11	-5
O=C(O)CN1C(=O)/C(=C/c2ccccc2OCc2ccccc2)SC1=S	-4	-3	-2
CC(Oc1cccc(Cl)c1)C(=O)N1CCn2cncc2C1 (stereo not given)	/	0	-4
COc1ccccc1C1CN(CCNC(=O)c2ccc(C(C)=O)cc2)Cc2ccccc2O1 (stereo not given)	-11	17	-10
CCOC(=O)c1c(NC(=O)c2ccco2)sc(C(=O)Nc2cccc(C(F)(F)F)c2)c1C	/	-4	-5
CN(Cc1ccccc1O)C(=O)Nc1ccc(C(=O)NC(C)(C)C)cc1	3	-5	7
O=C(/C=C/c1ccccc1)NC1CCN(c2ccccc2C(=O)NCc2cccnc2)CC1	-6	22	-6
Cc1cc([N+](=O)[O-])cc2c1N(C)C(=O)/C2=C1\SC(N(C)c2ccc(Cl)cc2)=NC1=O	-1	-1	2
COc1ccc2[nH]c(CN3CCCC(OCc4ccccn4)C3)c(C)c2c1 (stereo not given)	/	-2	-2
COc1cc(OC)cc(-c2onc(C)c2C(=O)NCc2ccc(F)cc2F)c1	-6	1	-2
Cc1cc(NC(=O)CSc2nnc(NCC(F)(F)F)s2)no1	/	1	-10
CCOC(=O)CCc1c(C)nc2ncnn2c1NCc1cnc(C)cn1	-7	31	-4
COCCN1CCC(CN(CC2CCCO2)C(=O)c2n[nH]c(Cl)n2)CC1 (stereo not given)	-6	/	-11
CCC(C)N(Cc1ccc(OS(=O)(=O)c2cccc(C(F)(F)F)c2)cc1)C(=O)Nc1ccc(OC)cc1 (stereo not given)	-6	/	-8
N#CCCN(Cc1ccccc1)C(=O)Nc1cc(F)ccc1F	-3	17	-2
O=C(Nc1ccccc1C(=O)N1CCN(Cc2ccccc2)CC1)c1ccccc1F	-2	7	-9
CCc1ccc(NC(=O)N2CCN(C(=O)c3cc(-c4ccccc4)n(-c4ccc(OC)c(OC)c4)c3C)CC2)cc1	-4	-9	-6
O=C(CC1(C(F)(F)C(F)F)NCCN1)c1cccs1	/	3	0
N#CC(c1ccccc1)c1cn2cc(Br)ccc2n1 (stereo not given)	/	1	-5
C=CCn1c(=O)c(C(=O)Nc2cc(C)ccn2)c(O)c2ccccc21	-5	7	-4
COc1cc(C)cc2c1OCCC2NC(=O)NCc1ccc2c(c1)OCO2 (stereo not given)	-15	-6	-8
CCOC(=O)c1c(CN2CCN(C)CC2)n(C2CCCCC2)c2cc(Br)c(O)cc12	-5	-7	-4
Cc1ccc(-c2cc(C(=O)NCCCN3CCOCC3)n(-c3ccc(Cl)c(Cl)c3)n2)cc1C	-3	0	-8
CCCCNC(C)c1nc2ccc(Cl)cc2c(=O)n1CC (stereo not given)	/	8	-5
COc1ccc(N2C(=O)CN(CCc3cccs3)C3CS(=O)(=O)CC32)cc1 (stereo not given)	/	1	-10
N#CC1C(=O)NC(=O)C([n+]2ccccc2)C1c1ccc(Cl)cc1 (stereo not given)	/	1	-2
CC(C)c1cnc2c(c1SCC(=O)N1CCOCC1)c(=O)n(C)c(=O)n2C	-3	-1	4

New compounds follow
SMILES	mcGAS lum	NPYLR7 agonist	hcGAS lum
Cn1ncc2c(NCc3ccccc3)nc(N3CCN(Cc4ccccc4)CC3)nc21	-7	5	-3
O=C(O)CC1CNCCN(Cc2ccccc2Cn2cccn2)C1 (stereo not given)	/	-6	-5
CCSc1nc(CC(=O)N2C[C@H](N)C[C@H]2C(=O)NC)cs1	-9	5	-1
Cc1ccc2c(c1)SC(C)C(=O)N2Cc1ccc(Cl)cc1 (stereo not given)	/	6	2
O=C1c2ccccc2-c2ccc(Br)c3cccc1c23	/	-13	1
C[C@@H]1C(=O)O[C@H]2[C@@H](O)C34[C@H]5C[C@@H](C(C)(C)C)C36[C@@H](OC(=O)[C@@H]6O)O[C@@]4(C(=O)O5)[C@@]12O (stereo not given in full)	-8	-10	-6
COc1ccccc1Nc1ncccc1C(=O)N(C)Cc1cnn(C)c1	/	10	-1
COc1cccc(C(=O)CN2C(=O)NC3(CCCCC3C)C2=O)c1 (stereo not given)	/	0	-10
COc1ccccc1Cc1nc2c(c(N3CCOCC3)n1)CN(C(=O)c1ccccc1F)CC2	-4	19	-1
O=c1c2nnn(Cc3ccc(F)cc3)c2ncn1Cc1ccccc1F	/	7	-4
Cc1nn(-c2ccccc2)cc1CN1CCN(Cc2cccc(F)c2)CC1	/	6	-2
COc1cccc(Cl)c1-c1cc(CO)ccn1	-12	-1	-3
C=CCCC(=O)N[C@H]1[C@H](OC(=O)NCC)[C@@H]2O[C@H]1c1ccccc12	-7	5	2
CC(=O)c1ccc(NC(=O)CSc2nc(=O)n(CCO)c3c2CCCC3)cc1	-9	-11	-7
CCCCS(=O)(=O)NC(C)c1ccccc1Cl (stereo not given)	/	-10	2
O=C(CCc1nnc(-c2ccsc2)o1)N1CCC(c2ccccc2)C1 (stereo not given)	-11	-3	-5
CN(C(=O)C1CC1)C(Cc1ccc(F)cc1F)C1CCN(C(=O)c2ccc(F)cc2Cl)CC1 (stereo not given)	-13	0	-8
COc1cc(OC)c(Br)c(-n2c(C(C)N(C)C(=O)c3cccc(C(F)(F)F)c3)nc3ccccc3c2=O)c1 (stereo not given)	-6	-6	-12
COC(=O)c1c(NC(=O)c2ccccc2Cl)sc2c1CCCC2	-1	-2	-6
COC1=CC(=O)C(O)=C/C1=C\C=C\c1ccccc1	7	-4	-5
Cc1cccc(Cn2c(C)c(C)c(C)c2C(=O)NCc2ccc3c(c2)OCO3)c1	-6	22	-4
NC(=O)CCN(C(=O)/C=C/c1cccs1)c1ccccc1Cl	/	8	-3
O=[N+]([O-])c1ccc(Sc2nnc(-c3cccc(Br)c3)o2)c([N+](=O)[O-])c1	1	0	-6
O=C(Nc1ccc2c(c1)OCO2)C1CCCCC1c1nc2ccccc2s1 (stereo not given)	/	13	-2
CC(=O)Nc1cccc(NC(=O)CSc2ncc(CO)n2CC(=O)NC2CCCC2)c1	/	5	-4
CCOc1ccccc1NC(=O)N(CC(=O)N(Cc1ccccc1)Cc1cccs1)C1CCCCC1	-4	14	-3
CC(C)N(Cc1nccn1C)C(=O)c1c[nH]c(=O)cn1	/	7	-5
C=C(Br)Cn1c(COc2ccccc2)nc2ccccc21	/	8	1
CCCc1nc(N2CCCN(S(=O)(=O)c3ccc([N+](=O)[O-])cc3)CC2)c2c(-c3cccc(C(F)(F)F)c3)noc2n1	-6	14	-3
COc1cccc(C2C(C(=O)OC3CCCC3)=C(C)NC3=C2C(=O)CC(c2ccc(Cl)cc2)C3)c1 (stereo not given)	-4	-4	-2
O=C(NCc1cnn2ccccc12)C1CCCN(c2ccccn2)C1 (stereo not given)	-9	-3	0
CN(C)S(=O)(=O)c1cc(C(=O)OCC2CC2)ccc1Br	0	-14	-1
CC1(C(=O)Nc2cccc(Oc3ccccc3)c2)CCN1Cc1ccsc1 (stereo not given)	/	5	1
Oc1ccc(Br)cc1C1Nc2cccc3cccc(c23)N1	1	-8	2
COc1cc(OC)cc(C2c3cccn3CCCN2Cc2ccccn2)c1 (stereo not given)	-5	13	-4
Cn1nnnc1SCC(O)=C(C#N)c1nc2ccccc2[nH]1	/	0	-3
CCCc1[nH]n(C)c(=O)c1C1=C(N(C)Cc2ccccc2)C(=O)N(CC(C)C)C1=O	-4	4	-5
CCCc1ccccc1N1C(=O)CSC1c1cccc(NC(=O)COc2ccccc2)c1 (stereo not given)	-5	14	-6
COc1ccc2nc(-c3cccc(NS(=O)(=O)c4ccccc4)c3)cn2n1	-10	-9	-4
COc1cc(OC)cc(C(=O)N2CCC3(CCCN(Cc4cccc(C)c4)C3)C2)c1 (stereo not given)	/	-1	-4
O=c1nc(N2CCOCC2)nc(Nc2ccccc2)[nH]1	0	-10	3

One compound at a time (already shown). Order of screens: mcGAS lum | NPYLR7 agonist | hcGAS lum
Results for CC1(C(=O)Nc2cccc(Oc3ccccc3)c2)CCN1Cc1ccsc1 (stereo not given) = / | 5 | 1
Results for CCCc1[nH]n(C)c(=O)c1C1=C(N(C)Cc2ccccc2)C(=O)N(CC(C)C)C1=O = -4 | 4 | -5
Results for COc1ccc2nc(-c3cccc(NS(=O)(=O)c4ccccc4)c3)cn2n1 = -10 | -9 | -4
Results for O=C(NCc1cnn2ccccc12)C1CCCN(c2ccccn2)C1 (stereo not given) = -9 | -3 | 0
Results for Cn1nnnc1SCC(O)=C(C#N)c1nc2ccccc2[nH]1 = / | 0 | -3

Part of the list above in order of length of the SMILES, lowest first:
SMILES	mcGAS lum	NPYLR7 agonist	hcGAS lum
NC(=O)CCN(C(=O)/C=C/c1cccs1)c1ccccc1Cl	/	8	-3
COc1cccc(C(=O)CN2C(=O)NC3(CCCCC3C)C2=O)c1 (stereo not given)	/	0	-10
COc1cc(OC)cc(C(=O)N2CCC3(CCCN(Cc4cccc(C)c4)C3)C2)c1 (stereo not given)	/	-1	-4
